Source: PubChem
rCAG binder: binders of r(CAG) RNA repeats, primary screen, biochemical, fluorescence; AID 651821, 2012; r(CAG) RNA repeat, TO-PRO-1 dye displacement fluorescence; 370,000 compounds, 1.3% hits; inhibition, % at 3 µM;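 active = inhibition above the plate cutoff, the mean of all test compounds on that plate plus 3 SD, cut at about 35% in these data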;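 note: 0% = DMSO alone and 100% = 100 µM mitoxantrone as full dye displacement; higher means more dye released from RNA so lower well fluorescence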
HTRA1 inh: HTRA1 serine protease inhibitors, primary screen, biochemical, fluorescence polarization, HTS; 340,000 compounds, 0.5% hits; recombinant HTRA1, FP-rhodamine activity-based probe; AID 504803, 2011; Q92743; inhibition, % at 5.96 µM; in the data active = inhibition above about 36%;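 note: 0% = enzyme with DMSO and 100% = wells lacking enzyme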
Target sequence (Q92743 whole entry, looked up): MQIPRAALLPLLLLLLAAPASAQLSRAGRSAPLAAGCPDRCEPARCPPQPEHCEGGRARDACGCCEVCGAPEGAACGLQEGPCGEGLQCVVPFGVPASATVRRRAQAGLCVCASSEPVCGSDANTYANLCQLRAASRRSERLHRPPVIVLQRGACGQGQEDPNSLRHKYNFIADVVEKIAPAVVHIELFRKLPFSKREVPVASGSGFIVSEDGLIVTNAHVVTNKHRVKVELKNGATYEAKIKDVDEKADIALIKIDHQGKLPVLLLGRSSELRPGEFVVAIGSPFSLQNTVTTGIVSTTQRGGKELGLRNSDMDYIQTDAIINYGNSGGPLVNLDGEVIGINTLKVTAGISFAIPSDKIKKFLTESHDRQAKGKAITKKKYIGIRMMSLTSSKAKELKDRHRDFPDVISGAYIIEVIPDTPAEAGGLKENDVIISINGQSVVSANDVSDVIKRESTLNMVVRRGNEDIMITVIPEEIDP
GC-A act: GC-A stimulated cGMP production enhancers – HEK293 GC-A cells, cGMP TR-FRET, EC30 ANP, primary screen; Atrial natriuretic peptide receptor 1 (Homo sapiens), P16066; 0% at EC30 ANP, 100% saturating ANP; activation, % at 10 µM; 370,000 compounds, 0.14% hits; AID 1671463, 2021; in the data active = activation above about 40%
PG9 binder: binders of HIV-1 gp120 antibody PG9, primary screen, biochemical, TR-FRET; HIV-1 gp120 / PG9 antibody interaction; TR-FRET gp120-PG9 antibody binding; inhibition, % at 6.7 µM; 360,000 compounds, 0.43% hits; AID 624416, 2012; in the data active = inhibition above about 8.5%
Rev-erbA mod: modulators of Rev-erb alpha DNA binding, primary screen, biochemical, FITC-DNA, fluorescence polarization, uHTS. Nuclear receptor subfamily 1 group D member 1 (Homo sapiens), P20393. Rev-erbα–FITC-DNA binding, 90 min. activity, % at 10 µM. 370,000 compounds, 0.79% hits. AID 1259318, 2017;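 active = activity above about 14%, limit read from the data; passing the limit was not always enough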;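 note: 0% = DMSO wells with 35 nM protein and 100% = DMSO wells with 750 nM protein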
SMARCA2 act: SMARCA2 (BRM) function activators, primary screen, cell-based, luminescence, high throughput; MG213 cells, MMTV-luciferase reporter, dexamethasone, overnight; 370,000 compounds, 1% hits; AID 652017, 2013; activation, % at 9.1 µM; in the data active = activation above about 7.8%;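 note: 0% = vehicle wells and 100% = reference activator wells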
ASAP1 GAP inh: inhibitors of human ASAP1 ArfGAP activity, primary screen, biochemical, fluorescence polarization. ASAP1-stimulated ARF1 GTP hydrolysis, GDP FP detection. inhibition, % at 16.5 µM. 360,000 compounds, 0.19% hits; in the data active = inhibition above about 25%;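 note: 0% = vehicle with enzyme and substrate and 100% = no enzyme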
ABHD4 inh: ABHD4 inhibitors, primary screen, biochemical, fluorescence polarization, mouse; inhibition, % at 8.92 µM; purified mABHD4, FP-Rh probe fluorescence polarization; 370,000 compounds, 0.54% hits; AID 720543, 2013;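 active = inhibition exceeding the mean over every tested compound plus 3 SD, cut at about 30% in these data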;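 note: 0% = plate median of compound wells and 100% = S159A mutant with DMSO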
Target sequence (Q8VD66 whole entry, looked up): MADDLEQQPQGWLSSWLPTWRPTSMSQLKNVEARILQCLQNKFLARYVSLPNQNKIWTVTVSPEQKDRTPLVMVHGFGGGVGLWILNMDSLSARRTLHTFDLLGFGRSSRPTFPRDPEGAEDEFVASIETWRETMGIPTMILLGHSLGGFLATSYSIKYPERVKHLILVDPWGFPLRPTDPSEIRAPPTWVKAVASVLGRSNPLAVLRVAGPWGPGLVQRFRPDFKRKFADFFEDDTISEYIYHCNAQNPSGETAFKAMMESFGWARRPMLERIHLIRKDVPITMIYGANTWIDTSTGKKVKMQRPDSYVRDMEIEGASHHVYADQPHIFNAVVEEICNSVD
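Test system: mouse ABHD4 enzyme, wild type. Reagent: FP-Rh fluorescent activity-based probe, added after compound pre-incubation. Timing: pre-incubation 45 min, probe exposure 60 min, at 25 °C. Technique: FP readout, ex 525 nm / em 598 nm. Benchmarks: high control S159A mutant with DMSO, low control median of compound wells.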
NPR2 activator: human GC-B receptor activators, primary screen, HEK293 GC-B cells, cGMP TR-FRET, EC30 CNP; AID 1920062, 2024; 0% at EC30 CNP, 100% saturating CNP; Atrial natriuretic peptide receptor 2 (Homo sapiens), P20594; 370,000 compounds, 0.11% hits; activation, % at 10 µM;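 active = activation at 10 µM reaching about 35% in either raw or pattern-adjusted values, limit read from the data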
ARFGAP1 inhibitor: inhibitors of rat ARFGAP1 GAP activity, primary screen, biochemical, fluorescence polarization, GDP tracer; ADP-ribosylation factor GTPase-activating protein 1 (Rattus norvegicus), Q62848; Arfgap1-stimulated ARF1 GTP hydrolysis, GDP FP detection; inhibition, % at 16.5 µM; 360,000 compounds, 0.26% hits; AID 651572, 2012;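 active = inhibition above a per-plate limit, mean inhibition of low control wells plus 3 SD, cut at about 25% in these data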;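 note: 0% = DMSO wells with enzyme and 100% = wells lacking Arfgap1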
Target sequence (Q62848 1-136 limits assumed): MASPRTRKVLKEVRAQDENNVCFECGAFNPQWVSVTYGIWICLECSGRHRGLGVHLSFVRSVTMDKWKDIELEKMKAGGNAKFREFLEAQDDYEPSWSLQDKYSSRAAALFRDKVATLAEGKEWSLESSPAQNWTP
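System: truncated rat Arfgap1 GAP domain / Medium: HEPES-based buffer, pH 7.5 / Also added: N-terminally truncated human ARF1-GTP substrate / Incubation: enzyme reaction 120 min at 25 °C after 20 min preincubation / Measured by: FP of antibody-bound GDP Alexa 633 tracer, ex 620/em 688 nm / Replicates: singlicate, each compound tested once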
Numbers without * were called inactive; nt = no result given; & = joins results of further samples.

Structure | HTRA1 inh | Rev-erbA mod | NPR2 activator | GC-A act | PG9 binder | ARFGAP1 inhibitor | ASAP1 GAP inh | rCAG binder | ABHD4 inh | SMARCA2 act
COc1ccc(OCc2nc(N)nc(Nc3ccccc3)n2)cc1 | -5 | 0 | -6 | -5 | -0.2 | 2 | -3 | 2 | -10 | 0
O=C(N/N=C/c1ccc(N2CCOCC2)cc1)c1ccccc1NS(=O)(=O)c1cccs1 | 0 | -2 | -5 | 6 | 0.7 | 9 | 10 | 66* | 20 | 3
CCCn1c(SCC(=O)NC2CCCCC2)nnc1-c1cccnc1 | -2 | 2 | -2 | -3 | -0.1 | -7 | 10 | -5 | -1 | -4
CC(C)(C)C(=O)O/N=C(\N)c1ccc(Br)cc1 | 7 | 0 | -2 | 2 | -0.5 | -2 | 9 | 3 | -2 | 0
O=C(c1ccc(F)cc1)C1CCN(C(=O)Nc2ccccc2Cl)CC1 | -3 | 0 | 1 | 1 | -0.4 | 10 | 7 | -4 | -4 | -5
O=C(NCc1ccccc1)C1C(c2ccc3c(c2)OCO3)=Nc2ccccc2N1C(=O)c1ccccc1 (configuration not stated) | nt | -9 | 1 | 0 | -1.2 | 12 | 0 | 8 | -7 | -2
C=CCC1(CC=C)CCCN1C(=O)c1ccc2oc(CCCC)nc2c1 | -15 | -4 | -1 | -2 | -0.1 | -2 | 3 | 0 | 6 | 1
CCCCCn1nnnc1-c1nc2cc3ccccc3cc2[nH]c1=O | nt | 3 | -2 | 4 | 0.6 | 9 | 11 | 11 | -3 | -5

Reprinted at random: 2 entries already listed.
Structure | HTRA1 inh | Rev-erbA mod | NPR2 activator | GC-A act | PG9 binder | ARFGAP1 inhibitor | ASAP1 GAP inh | rCAG binder | ABHD4 inh | SMARCA2 act
O=C(c1ccc(F)cc1)C1CCN(C(=O)Nc2ccccc2Cl)CC1 | -3 | 0 | 1 | 1 | -0.4 | 10 | 7 | -4 | -4 | -5
O=C(NCc1ccccc1)C1C(c2ccc3c(c2)OCO3)=Nc2ccccc2N1C(=O)c1ccccc1 (configuration not stated) | nt | -9 | 1 | 0 | -1.2 | 12 | 0 | 8 | -7 | -2

The listing continues:
Structure | HTRA1 inh | Rev-erbA mod | NPR2 activator | GC-A act | PG9 binder | ARFGAP1 inhibitor | ASAP1 GAP inh | rCAG binder | ABHD4 inh | SMARCA2 act
Cc1ccccc1CN(C)C(C)C(=O)NCc1ccccc1 (configuration not stated) | -1 | -1 | 0 | 2 | 2.2 | 3 | -4 | -5 | -6 | 0
Cc1cccc(C)c1NC(=O)CN1CCN(CC(=O)c2cc(C)n(C3CC3)c2C)CC1 | 4 | 5 | 1 | -1 | -2.9 | 7 | 10 | -2 | 2 | 2
CCNC(=S)Nc1cc2oc3ccccc3c2cc1OC | -17 | -5 | 1 | 3 | -3.1 | 0 | -1 | 10 | 6 | -1
COc1ccccc1COC(=O)C(NC(=O)c1ccc(C)cc1)C(C)C (configuration not stated) | -14 | 8 | -3 | 8 | -0.1 | 6 | 4 | -7 | -3 | -1
CCCSc1nc2sc3c(c2c(=O)[nH]1)CC(C)CC3 (configuration not stated) | -6 | 9 | -2 | -4 | -0.9 | -5 | -25 | 2 | 4 | -3
COc1ccccc1NC(=O)c1sc2ncn(CC(=O)Nc3ccccc3)c(=O)c2c1C | -3 | 12 | 7 | 8 | 1.1 | 5 | 6 | 10 | 1 | -3
Cc1ccc(NC(=O)COc2ncnc3ccccc23)cc1S(=O)(=O)N1CCOCC1 | 10 | 4 | 0 | -3 | -1.5 | 12 | -6 | 1 | 0 | -4
Cn1cccc1C(=O)N1CCN(S(=O)(=O)c2ccc(C(C)(C)C)cc2)CC1 | nt | 3 | 9 | 2 | nt | nt | nt | 3 | 3 | -2
CC(=O)N1c2ccc(S(=O)(=O)N3CCCC(C(=O)NC4CCCC(C)C4C)C3)cc2CC1C (configuration not stated) | -1 | 1 | 0 | 3 | -1.7 | 6 | -7 | -4 | 0 | 2
CC1CCCC(NC(=O)COC(=O)c2ccc([N+](=O)[O-])o2)C1C (configuration not stated) | 13 | 5 | 3 | 1 | 0.4 | -13 | 2 | -1 | -3 | -1
Cc1ccc(F)cc1C(=O)N1CCOCC1c1cc(C(=O)NCc2ccccc2)no1 (configuration not stated) | nt | -2 | 4 | -1 | -1.4 | 9 | 19 | -1 | 3 | -2
O=C(c1cccc(Br)c1)N1CCN(S(=O)(=O)N2CCCCC2)CC1 | -1 | 8 | 2 | 1 | -2.6 | -5 | -11 | -3 | -5 | 1
Cc1ncc([N+](=O)[O-])n1CC(C)O (configuration not stated) | 4 | -6&1 | 1 | 0 | -1.2 | 1 | -1 | 1 | -2 | -7
Nc1cc2c(cc1[N+](=O)[O-])OCCO2 | 4 | -2 | -2 | 0 | -3.1 | 6 | 6 | -1 | -3 | -2
CCCCn1c(SCC(=O)N2c3ccccc3CCc3ccccc32)nc2c1c(=O)n(C)c(=O)n2C | -4 | -1 | 1 | -8 | -1.8 | 7 | -5 | 2 | -18 | -2
CCN(CC(=O)NCC1CCCO1)S(=O)(=O)c1ccc2ccccc2c1 (configuration not stated) | 10 | -4 | 4 | -2 | 2.2 | -18 | 0 | -4 | -15 | -3
Cc1cc(=O)[nH]c(-n2[nH]c3c(c2=O)CCCC3)n1 | 3 | -4 | -5 | -2 | -5.3 | 7 | -2 | -7 | 4 | 0
CCOC(=O)c1oc2ccc(CNC3CCCCC3)c(Cl)c2c1C | -8 | -6 | 4 | 7 | 0.9 | -9 | 3 | 3 | 6 | 1
Cc1cc(C(=O)NNc2c(Cl)cccc2Cl)no1 | -6 | 1 | -1 | -1 | 0.8 | 18 | -8 | -3 | -6 | 2
O=C(CC1SC(=O)N(Cc2ccccc2Cl)C1=O)Nc1nccs1 (configuration not stated) | -12 | -6 | -5 | 4 | -1.7 | 7 | -7 | 0 | -12 | 0
Cc1ccccc1C(N)c1ccncc1 (configuration not stated) | -1 | 4 | -2 | 6 | 0.6 | -5 | 5 | -4 | 1 | -1
CCC(C)(C)NC(=O)C(c1cccs1)N(CC1CCCO1)C(=O)Cn1nnc2ccccc21 (configuration not stated) | -2 | 1 | -7 | 1 | -0.5 | 5 | -6 | -4 | 5 | 4
CCN(CC)c1ccc(NC(=O)c2cc3ccccc3o2)c(C)c1 | 3 | 1 | 4 | -1 | -2.2 | 0 | 11 | -6 | 7 | -2
CNc1snc(C)c1C(=O)OCC(=O)NCc1ccccc1OC | -3 | -7 | -1 | -1 | 0.0 | 8 | -9 | 0 | -1 | -4
CC(C)(C)NC(=S)NC(=O)C12CC3CCC(CC(C3)C1)C2 | -1 | 3 | 3 | -7 | 0.1 | 12 | -8 | -2 | 9 | 1
CNC(=O)CSCc1cnn(-c2ccccc2)c1-n1cccc1 | 6 | 0 | 9 | -4 | -0.8 | 7 | -6 | -5 | -2 | 4
Cc1cccc(-c2ccc3c(c2)[C@@H]2C[C@H]4[C@@H](CN2CC3)[C@H](C)ON4C)c1 | nt | -4 | 0 | 2 | 0.9 | 9 | 13 | 1 | -1 | 0
Cc1cc(C)cc(NS(=O)(=O)c2ccc(NC(=S)NC(=O)c3cccs3)cc2)c1 | -119 | 2 | 2 | -5 | -0.1 | 4 | 12 | 16 | -70 | -5
CCn1cc(/C=C(\NC(=O)c2ccc(OC)c(OC)c2)C(=O)NCCCO)c2ccccc21 | 10 | -5 | -7 | 1 | -2.4 | 8 | 11 | -2 | -10 | -2
COc1ccc(NC(=O)/C(=C\c2ccc(OS(=O)(=O)c3ccc(C)cc3)cc2)NC(=O)c2ccccc2)cc1 | -13 | 1 | 2 | 2 | -1.4 | 2 | 0 | 15 | -13 | 1
Cc1ccc(-c2cc(C(=O)O)c3ccccc3n2)c(C)c1 | -1 | 0 | -3 | -2 | -0.1 | -9 | -10 | 2 | -7 | 1
Cc1ccc(S(=O)(=O)NCCNS(=O)(=O)c2ccccc2Br)cc1 | 4 | 6 | 0 | -2 | -0.6 | 3 | 5 | 2 | 2 | 0
CCOc1ccc(NC(=O)CCCNC(=O)Cn2cnc3sc(C)c(C)c3c2=O)cc1 | 7 | -4 | 2 | -4 | -1.4 | 2 | -2 | -1 | 1 | -1
CCOC(=O)c1csc(NC(=O)CN2CCN(C)CC2)n1 | 4 | -6 | 3 | 6 | -1.1 | 0 | 6 | -1 | 5 | 2
CN(C)CC1CCCCC1OC(=O)/C=C/c1ccc(Cl)cc1Cl (configuration not stated) | 1 | 5 | -10 | 5 | -0.5 | -2 | 10 | -1 | 7 | -3
CCOC(=O)C[C@H]1c2ccc(C(F)(F)F)cc2S(=O)(=O)N1Cc1ccccc1 | -10 | -1 | -7 | -5 | 2.0 | 1 | 8 | -7 | 0 | 1
COc1cccc(C2CC(=O)Nc3c2c(=O)[nH]c2ncnn32)c1 (configuration not stated) | 7 | 4 | 3 | 5 | -0.1 | -18 | 4 | 1 | -3 | -1
CSc1ccc(S(=O)(=O)NC2CCCCC2)cc1 | -3 | -2 | -4 | 3 | 2.5 | 0 | 12 | 0 | 0 | -3
CCOC(=O)CSc1n[nH]c(NC(=O)CC)n1 | -3 | -2 | 3 | 2 | -0.6 | -4 | 1 | -1 | -1 | 1
O=C(COc1ncnc2c(Cl)cc(Cl)cc12)NC1CCCCCC1 | 3 | 30* | -2 | -2 | -0.8 | -9 | 7 | -1 | 2 | -2
CC1(C)CN2C(=O)c3ccccc3C2(C)S1 (configuration not stated) | 0 | -1 | 2 | 1 | -1.5 | 5 | 4 | -1 | 1 | -2
CC1(C)CC(=NNC(=O)c2n[nH]c3c2CCC3)CC(C)(C)N1 | -6 | 6 | -5 | 1 | -5.4 | -11 | 4 | 4 | -3 | -1
CN(C(=O)c1ccc(=O)n(Cc2ccc(Cl)cc2)c1)c1ccccc1 | 3 | 4 | -3 | -3 | -3.9 | -9 | -1 | -9 | 6 | -3
N/C(=N\OC(=O)COc1ccc(Cl)cc1Cl)c1ccncc1 | -14 | 10 | -5 | 20 | 0.8 | 0 | 11 | -6 | -4 | 0
CC[C@H](C)NC(=O)c1ccc(Cn2c(=S)[nH]c3c([nH]c4ccc(OC)cc43)c2=O)cc1 | 1 | 2 | -3 | 4 | 2.8 | 1 | 0 | 13 | 21 | -4
O=S(=O)(c1ccc2c(c1)OCCO2)N1CCN(S(=O)(=O)c2c(F)cc(F)cc2F)CC1 | 0 | -7 | 2 | 1 | 0.8 | -2 | -10 | 1 | 5 | 0
COc1ccc2nc(Cl)c(/C=N/Nc3ccccn3)cc2c1 | -3 | 0 | -4 | -4 | -0.6 | 2 | 6 | 5 | -5 | 2
